# Screens deposited in PubChem BioAssay by several laboratories.
# C-LANA FP – inhibitors of KSHV C-LANA binding to DNA, primary screen, biochemical, fluorescence polarization, FAM-LBS DNA, MBP-C-LANA, single point; inhibition, % at 9 µM; Kaposi's sarcoma herpesvirus LANA C-terminal domain (residues 932-1162) DNA binding; 340,000 compounds, 0.078% hits;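 active means highest replicate inhibition at or above 60% at 9 µM, even if other replicates fall short; inactive means all replicates below 60% inhibition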;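 further: 0% = neutral control wells and 100% = 4 µM acridine orange control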
# OPRM1-OPRD1 ag – agonists of OPRM1-OPRD1 heterodimerization, primary screen, cell-based, luminescence | Mu-type opioid receptor (Homo sapiens) + Delta-type opioid receptor (Homo sapiens), … | cells | activation, % at 9.3 µM | 340,000 compounds, 0.3% hits | AID 504326, 2011; in the data active means activation above about 18%;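 further: 0% = vehicle-treated cells and 100% = reference agonist; values of inactives mirror those of a sister screen read the other way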
# Target sequence (P35372 whole entry, looked up): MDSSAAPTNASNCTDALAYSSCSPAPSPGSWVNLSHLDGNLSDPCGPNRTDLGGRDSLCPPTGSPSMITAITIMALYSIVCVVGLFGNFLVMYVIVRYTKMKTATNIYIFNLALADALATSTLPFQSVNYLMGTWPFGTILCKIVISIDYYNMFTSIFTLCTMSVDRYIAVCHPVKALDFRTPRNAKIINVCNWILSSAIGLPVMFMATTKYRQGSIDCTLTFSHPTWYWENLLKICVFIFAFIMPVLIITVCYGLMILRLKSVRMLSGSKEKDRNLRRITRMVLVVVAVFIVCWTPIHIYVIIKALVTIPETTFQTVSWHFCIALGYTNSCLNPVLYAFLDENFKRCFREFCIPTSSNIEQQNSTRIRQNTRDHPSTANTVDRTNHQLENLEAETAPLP
# Target sequence (P41143 whole entry, looked up): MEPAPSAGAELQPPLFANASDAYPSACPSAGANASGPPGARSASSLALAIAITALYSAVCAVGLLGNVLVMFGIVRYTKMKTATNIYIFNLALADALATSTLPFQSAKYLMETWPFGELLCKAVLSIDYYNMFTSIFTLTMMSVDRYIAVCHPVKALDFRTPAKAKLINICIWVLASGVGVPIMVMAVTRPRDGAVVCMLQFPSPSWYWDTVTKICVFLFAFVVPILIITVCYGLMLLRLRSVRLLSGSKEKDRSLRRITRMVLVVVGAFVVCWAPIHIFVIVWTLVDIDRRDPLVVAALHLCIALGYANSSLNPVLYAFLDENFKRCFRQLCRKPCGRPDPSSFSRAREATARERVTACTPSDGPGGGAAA
# HTR5A ag – HTR5A agonists in luminescence cell assay, primary screen, counter-screen for OPRM1-OPRD1 heterodimer agonist project, full-deck HTS; 340,000 compounds, 0.61% hits; activation, % at 9.3 µM; 5-hydroxytryptamine receptor 5A (Homo sapiens), P47898; cell-based; in the data active means activation mostly above about 9.5%, no sharp cut-off; inactive means mostly below about 7.6%;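 further: 0% = cells with vehicle only and 100% = reference agonist; strong numbers were not always called active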
# cardiac RTF act – cardiac RTF calcium sensitivity activators, primary screen, biochemical, IANBD-TnC fluorescence, EC20 calcium; IANBD-labeled TnC RTF fluorescence at EC20 calcium; 0% EC20 calcium, 100% full calcium; activation, % at 7.2 µM; 340,000 compounds, 0.24% hits; AID 493008, 2010; Troponin I, cardiac muscle (Homo sapiens) + Troponin T, cardiac muscle (Homo sapiens) + …;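 active means activation above the mean over all tested compounds plus 3 SD, cut at about 30% in these data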;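 further: rise in fluorescence read as greater calcium sensitivity of cardiac thin filaments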
# CAL-PDZ inh HTS – untagged CAL PDZ binding inhibitors, primary screen, biochemical, fluorescence polarization, HTS; AID 602252, 2012; 300,000 compounds, 0.92% hits; purified CAL PDZ, TMR-peptide fluorescence polarization, 1 h; Golgi-associated PDZ and coiled-coil motif-containing protein (Homo sapiens), Q9HD26; inhibition, % at 24.9 µM;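 active means mean inhibition of at least 30% with at least half of replicates also reaching 30%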;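 further: 0% = DMSO neutral control and 100% = excess unlabeled competitor peptide PRC23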
# V-ATPase pH – regulators of yeast V-ATPase proton pumping, primary screen, pHLuorin cytosolic pH fluorescence; AID 504577, 2011; S. cerevisiae; 350,000 compounds, 0.37% hits; response, % at 10 µM; in the data active means response mostly above about 7.3%, no sharp cut-off; inactive means mostly below about 5.4%; further: actives read high; inactives centre near 0; some compounds called inactive have numbers as strong as hits; reference of the scale not given here
# HTR5A inv ctr – HTR5A inverse agonists in luminescence cell assay, primary screen, counter-screen for OPRM1-OPRD1 heterodimer inverse agonist project, full-deck HTS; 5-hydroxytryptamine receptor 5A (Homo sapiens), P47898; HTR5A cell line, inverse agonism; inhibition, % at 9.3 µM; 340,000 compounds, 0.083% hits; AID 504634, 2011; in the data active means inhibition mostly above about 23%, no sharp cut-off; inactive means mostly below about 18%;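 further: 0% = cells with DMSO and 100% = no-cell wells with DMSO; some compounds called inactive have numbers as strong as hits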
# MOR-DOR inv ag – inverse agonists of MOR-DOR heterodimerization, primary screen, cell-based, luminescence; cell-based MOR-DOR heterodimer luminescence, inverse agonism; inhibition, % at 9.3 µM; 340,000 compounds, 0.21% hits; AID 504357, 2011; in the data active means inhibition above about 22%, passing the limit was not always enough;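 further: 0% = cells with DMSO and 100% = wells without cells with DMSO; values of inactives mirror those of a sister screen read the other way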
# Keap1 Nrf2 FP – Keap1-Nrf2 protein-protein interaction inhibitors, primary screen, biochemical, fluorescence polarization, single point; Keap1 Kelch-Nrf2 peptide fluorescence polarization, 1536-well; 340,000 compounds, 0.15% hits; inhibition, % at 9.4 µM; in the data active means inhibition above about 12%;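 further: human Keap1 Kelch domain with fluorescein labeled Nrf2 9mer peptide probe; 0% = neutral control wells and 100% = peptide positive control; higher means more block of Keap1 binding to Nrf2 peptide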
# RTF Ca sens inh – cardiac RTF calcium sensitivity inhibitors, primary screen, biochemical, IANBD-TnC fluorescence, EC70 calcium; Troponin I, cardiac muscle (Homo sapiens) + Troponin T, cardiac muscle (Homo sapiens) + …; IANBD-labeled cardiac RTF, Ca2+ fluorescence; inhibition, % at 7.15 µM; 340,000 compounds, 0.12% hits; AID 493244, 2011;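 active means inhibition above the mean inhibition of all tested compounds plus 3 SD, cut at about 17% in these data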;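 further: assay run at fixed EC70 calcium of 1.6 mM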
# Starred values were filed as active, the others as inactive; / = not tested or not shown. An unsorted share of the library (roughly 2.8% active in at least one column).
mol	C-LANA FP	HTR5A inv ctr	CAL-PDZ inh HTS	MOR-DOR inv ag	Keap1 Nrf2 FP	HTR5A ag	cardiac RTF act	RTF Ca sens inh	V-ATPase pH	OPRM1-OPRD1 ag
CC(C)(C)/C(Cn1cncn1)=N\OC(=O)Nc1ccc(Cl)cc1	0.7	10	-1	12	-4	-4	7	-9	4	-2.4
O=C(NCCCN1CCCC1)C1CCN(C(=O)c2cc3sccc3n2Cc2ccc(F)cc2)CC1	-1.7	-4	-3	13	-2	2	2	1	-2	-2.3
COCCn1nnnc1C(c1ccccn1)N1CCN(c2cccc(C)c2C)CC1 (configuration not stated)	-1.1	-7	2	-4	-5	2	2	9	-2	0.7
NS(=O)(=O)c1cnccc1Nc1ccc(Cl)cc1	-1.2	-12	-3	10	-3	0	-3	1	-4	-1.9
COc1ccccc1-n1cc([C@@H]2C[C@H]3CN(c4ccccc4)C(=O)[C@]34CCCN24)cn1	4.4	/	-5	/	-22	/	/	/	0	/
COc1ccc(-c2cc(C(F)(F)F)n3nc(C(=O)NCc4ccco4)c(Cl)c3n2)cc1	0.1	4	-5	16	-3	5	-6	-36	-2	-2.5
CC(Oc1ccccc1F)C(=O)NNC(=O)c1cc2ccccc2o1 (configuration not stated)	1.5	-3	-1	14	0	1	-1	-6	-3	-3.0
O=C(CN1CCN(CC(=O)Nc2ccc(Cl)cc2)CC1)Nc1ccc(F)cc1	-3.0	17	-6	4	-3	-5	-8	-7	6	-0.9
O=C(/C=C/c1ccco1)N(Cc1cccc(Cl)c1)C1CCS(=O)(=O)C1 (configuration not stated)	0.6	-6	-3	8	-7	0	4	-4	5	-1.6
COc1ccc(CCNC(=O)CN(c2ccc(OC)c(OC)c2)S(=O)(=O)c2ccc(C)cc2)cc1	1.1	6	-4	13	2	-2	-4	-1	-2	-2.3
O=[N+]([O-])c1ccc(N/N=C/C=C/c2ccco2)cc1	0.1	7	/	1	-9	-2	12	-22	3	-0.2
Cc1ccc(Cn2nnnc2CN2CCC(NC(=O)c3ccccc3F)CC2)cc1	15	9	1	6	0	2	1	-10	7	-1.1
COc1ccccc1C(=O)NCC(c1cccnc1)N(C)C (configuration not stated)	0.8	8	0	12	-2	-2	-1	-4	-4	-2.1
O=C(CSc1ccc2c(c1)OCCO2)NCCN1C(=O)CSC1=O	0.5	-8	1	25	-2	3	-5	4	-1	-5.9
COc1ccc(C(=O)NC2CC3CCCC(C2)N3Cc2ccccc2)cc1 (configuration not stated)	1.2	4	-4	10	3	-3	-3	-5	0	-1.9
COc1cccc(COc2ccc3c(C)c(Cc4ccccc4)c(=O)oc3c2)c1	0.1	8	-3	-6	-3	-3	2	-16	-2	1.1
COc1cccc(/C=C/C(=O)OCC(=O)Nc2nnc(-c3ccccc3)o2)c1	0.8	-3	-2	1	0	1	3	-8	-1	-0.2
CCC(=O)N1CCN(c2ccccc2NC(=O)COc2ccccc2Cl)CC1	3.7	16	5	25	-5	-2	-3	4	-2	-4.4
COc1ccc(S(=O)(=O)Nc2ccc(C)cn2)cc1	-1.0	32	2	2	-4	9	9	-6	-3	-0.4
CC(C)N(Cc1ccccc1)C(=O)CN1C(=O)NC2(CCOc3ccccc32)C1=O (configuration not stated)	1.2	2	-4	12	-4	1	-1	-11	-3	-3.3
NNC(=O)c1ncoc1-c1ccc(Cl)cc1	-0.1	-1	0	7	-2	0	-1	-6	-2	-1.5
C=CCn1c(N2CCCC2)nc2c1c(=O)n(C)c(=O)n2C	0.9	-8	1	1	-3	2	-2	-1	-2	-0.1
CN(CC(=O)Nc1ccc(F)cc1)C(=O)COC(=O)/C=C/c1ccccc1[N+](=O)[O-]	1.2	11	-2	2	-1	-1	-4	-6	6	-0.5
CCOc1ccc(NC(=O)CNC(=O)c2ccc([N+](=O)[O-])cc2)cc1	0.6	7	0	-3	2	-4	5	-19	-3	0.6
CCOC(=O)c1ccc(NC(=S)N(CCCN(CC)CC)Cc2ccco2)cc1	-0.4	-19	/	13	0	5	0	5	-5	-2.5
CC1=NN(c2ccccc2)C(=O)/C1=C\c1cc(C)n(-c2ccccc2)c1C	-0.7	19	0	-17	-5	2	10	-17	2	3.2
CC1CCN(C(=O)Cn2nnc(-c3ccc(C(C)C)cc3)n2)CC1	-0.7	-14	-3	-8	-5	4	3	-3	2	1.6
N#CC1(c2ccccc2)CCC(=NNS(=O)(=O)c2ccccc2)CC1 (configuration not stated)	0.2	3	1	1	-3	10	6	-7	0	-0.2
Cc1ccc(/C=N/NC(=O)CNC(=O)c2ccc(S(=O)(=O)N(C)C)cc2)o1	0.5	11	2	6	0	-4	-4	3	21	-1.1
COc1ccc(C2=NOC(C(=O)N(C)Cc3ccccc3)C2)cc1 (configuration not stated)	-0.5	7	0	13	-2	-3	4	-3	-1	-2.6
CCOc1ccc(NC(=O)CCn2c(=S)oc3ccccc32)cc1	1.1	7	-3	-4	-2	-2	-1	0	4	0.8
Cc1cc(C(=O)CSc2nnnn2C)c(C)n1Cc1ccco1	-0.6	-8	-5	-6	-4	-1	1	-17	8	1.1
CC(C)CC(=O)NC(c1ccccc1)c1c(O)ccc2ccccc12 (configuration not stated)	-3.9	6	-3	0	-2	-2	2	-9	0	0.0
COc1ccc(C(CC(=O)O)NC(=O)OC(C)(C)C)cc1 (configuration not stated)	-2.1	12	6	-5	0	-1	-1	0	-2	0.7
COc1ccc(C(=O)Nc2ccc(S(=O)(=O)Nc3cc(C)nc(C)n3)cc2)cc1	-0.2	-7	/	6	-7	2	-1	-15	1	-1.2
COc1cc(OC)cc(C(=O)NCCSC2CCCCC2)c1	-0.6	-14	-2	4	1	5	2	-7	2	-0.7
COc1cc2cc(C(c3nnnn3C3CCCC3)N3CCCCCC3)c(=O)[nH]c2cc1OC (configuration not stated)	-0.6	-2	-2	12	-3	0	1	-3	-5	-2.2
O=[N+]([O-])c1ccc2c(c1)C(O)n1ncnc1S2 (configuration not stated)	0.6	-10	-1	16	-3	4	-3	2	2	-3.5
COc1ccc(C(=O)Nc2cccc(C(C)=O)c2)cc1OC	0.2	-21	/	15	-2	1	1	-7	-1	-2.9
O=P(O)(O)c1ccccc1OCCCCCOc1ccccc1P(=O)(O)O	-0.8	0	-3	3	-7	-2	-1	-9	0	-0.5
CCCNC(=O)c1nnsc1S(=O)(=O)c1ccc(Cl)cc1	-0.8	11	-5	32*	-34	-4	0	-2	-7	-5.7
COC(=O)c1c(-c2ccccc2)csc1N1C(=O)Nc2ccccc2N1O	-1.8	11	2	-17	2	-4	-5	4	-2	2.4
CCc1ccc(NC(=O)CS(=O)CC(=O)NCC2OCCc3ccccc32)cc1 (configuration not stated)	-0.8	-14	-2	4	2	6	0	-15	0	-0.8
COc1ccccc1NC(=O)CSc1nnc(CCNC(=O)c2ccc(C)cc2)n1C	-1.1	-19	-1	15	-2	-3	1	-2	0	-2.8
Cc1ccc(NC(=O)CC2NCCN(Cc3ccccc3)C2=O)cc1 (configuration not stated)	0.2	/	0	/	-3	/	/	/	0	/
COc1ccccc1N1CCN(CCCCOc2c(OC)cccc2OC)CC1	-1.0	-22	-7	7	-1	6	-1	-1	-2	-1.5
CC(=O)Nc1cccc(C(=O)NCC2(N3CCCCC3)CCCCC2)c1	0.6	10	0	18	-1	-4	-2	5	1	-3.9
Cc1ccc2[nH]c(=O)c(CN(Cc3cccs3)C(=S)NCc3ccco3)cc2c1	-1.5	-18	-4	-22	-4	5	-3	-13	2	4.2
C#CC1(NC(=O)NC(C)C)CCCCC1	-0.7	-1	-3	11	-4	1	10	-7	-2	-2.2
CCCCn1nc2cc(C(=O)NCc3ccc(OC)cc3)ccc2c1OCC	0.2	-12	-3	12	-5	4	10	-30	4	-2.2
COc1cc(C#N)c(NS(=O)(=O)c2ccc3[nH]c(=O)sc3c2)cc1OC	-0.8	-5	/	9	1	-1	-1	-2	5	-1.8
COC(=O)CCC/C=C1/SCC(NC(=O)c2ccccc2)/C1=N/O (configuration not stated)	0.2	6	-4	-6	-2	-2	-3	2	-7	1.0

# Filtered by structure, the compounds so far with a Cl atom
mol	C-LANA FP	HTR5A inv ctr	CAL-PDZ inh HTS	MOR-DOR inv ag	Keap1 Nrf2 FP	HTR5A ag	cardiac RTF act	RTF Ca sens inh	V-ATPase pH	OPRM1-OPRD1 ag
CC(C)(C)/C(Cn1cncn1)=N\OC(=O)Nc1ccc(Cl)cc1	0.7	10	-1	12	-4	-4	7	-9	4	-2.4
NS(=O)(=O)c1cnccc1Nc1ccc(Cl)cc1	-1.2	-12	-3	10	-3	0	-3	1	-4	-1.9
COc1ccc(-c2cc(C(F)(F)F)n3nc(C(=O)NCc4ccco4)c(Cl)c3n2)cc1	0.1	4	-5	16	-3	5	-6	-36	-2	-2.5
O=C(CN1CCN(CC(=O)Nc2ccc(Cl)cc2)CC1)Nc1ccc(F)cc1	-3.0	17	-6	4	-3	-5	-8	-7	6	-0.9
O=C(/C=C/c1ccco1)N(Cc1cccc(Cl)c1)C1CCS(=O)(=O)C1 (configuration not stated)	0.6	-6	-3	8	-7	0	4	-4	5	-1.6
CCC(=O)N1CCN(c2ccccc2NC(=O)COc2ccccc2Cl)CC1	3.7	16	5	25	-5	-2	-3	4	-2	-4.4
NNC(=O)c1ncoc1-c1ccc(Cl)cc1	-0.1	-1	0	7	-2	0	-1	-6	-2	-1.5
CCCNC(=O)c1nnsc1S(=O)(=O)c1ccc(Cl)cc1	-0.8	11	-5	32*	-34	-4	0	-2	-7	-5.7
